# Cneo AK release: Cryptococcus neoformans cell lysis inducers, primary screen, AK release luminescence, single concentration; 360,000 tested, 0.2% active; AID 651654, 2012; C. neoformans lysis, adenylate kinase release luminescence, 4 h; normalised: neutral wells 0, clomiphene wells 100; lysis activity, % at 15 µM;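 active = mean lysis activity across replicates of at least 80%, whatever share of replicates individually reach that level; inactive = mean lysis activity below 80%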
#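 Assay system: log-phase C. neoformans yeast / Quantity: yeast cell density of 5 × 10^6 cells/mL / Medium: fresh YPD growth medium / Compound: single dose / Timing: static 4 h at 37 °C with compound, 1 h detection / Measured by: adenylate kinase release luminescence / Read-out: lysis from increased AK signal / Benchmarks: Clomiphene as positive lysis control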
# INS-1E GSIS act: GLuc luminescence reporter in INS-1E cells, primary screen for activators of glucose-dependent secretion of insulin; AID 743287, 2014; 370,000 tested, 0.61% active; activation, % at 16.6 µM; INS-1E GLuc reporter insulin secretion, 2-3 h;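 active = lowest replicate activation of at least 40%, so every replicate reaches that level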;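 note: 0% = median of neutral control wells and 100% = median of IBMX positive control wells; some compounds called inactive have numbers as strong as hits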
# PglD inh: C. jejuni PglD acetyltransferase inhibitors, primary screen, biochemical, DTNB colorimetric, single point | inhibition, % at 12.5 µM | purified PglD enzyme, DTNB colorimetric CoA detection | 360,000 tested, 0.098% active; in the data active = inhibition above about 16%, passing the limit was not always enough; note: strong numbers were not always called active
# C2C12 statin: suppressors of statin myotoxicity in C2C12 myotubes, primary screen, cell-based, single point, plate reader; C2C12 myotubes + simvastatin, ATP luminescence, 48 h; scaled: DMSO 0, geranylgeraniol control 100; rescue of ATP level, % at 7.49 µM; AID 602340, 2012; 330,000 tested, 0.78% active;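 active = mean ATP rescue above about 67%, or every replicate alone reaching that limit, limit read from the data, passing the limit was not always enough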;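 note: myotubes were challenged with 10 µM simvastatin during compound exposure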
# PGC1a acetyl inh: inhibitors of PGC1a acetylation signal, primary screen, cell-based, U2OS, AlphaScreen, inhibitor mode; AID 651687, 2012; AlphaScreen anti-acetyl-lysine; with virally co-expressed GCN5 acetyltransferase; inhibition, % at 15.6 µM; 350,000 tested, 0.17% active;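 active = every replicate shows inhibition of at least 40%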;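 note: 0% = neutral control wells and 100% = positive control wells; some results beyond the cut were filed as inactive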
# miR122 inh: miR-122 Renilla sensor signal increase in Huh7, primary screen, miR-122 inhibitor project, cell-based, single point, plate reader. AID 602342, 2012. Huh7 miR-122 Renilla luciferase sensor, 48 h; neutral wells = 0, positive control = 100. activation (reporter increase), % at 12.5 µM. 340,000 tested, 0.3% active;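 active = mean replicate activation score at least 90 and every replicate individually at or above 90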;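 note: higher luciferase means less miR-122 activity so hits act as miR-122 inhibitors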
# FN deposition inh: inhibitors of fibronectin matrix deposition, primary screen, AH1F cells, Alexa488-fibronectin fluorescence, plate reader | 350,000 tested, 0.086% active | inhibition, % at 12.6 µM | AH1F fibroblasts, overnight;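 active = mean inhibition across replicates of 30% or more, regardless of how many single replicates reach that level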;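 note: positive control wells lacked labelled fibronectin entirely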
#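 material = AH1F fibroblast monolayer depositing Alexa488-labelled fibronectin into matrix | amount = 10000 AH1F cells/well | buffer or medium = DMEM plus 2% serum, read in PBS | incubation = 1 h cell adhesion before compound, then overnight fibronectin incubation | detection = fluorescence at 485 nm excitation, 525 nm emission | evaluation = percent inhibition as loss of matrix-bound fibronectin fluorescence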
# F508del corr: F508del CFTR correction, initial screen, CFBE line, single point | activity (quench increase), % at 7.58 µM | 350,000 tested, 0.36% active | CFBE cells, YFP halide quenching; stimulated with forskolin plus potentiator P3; % fluorescence drop versus neutral controls;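 active = mean added fluorescence quench of at least 8% versus neutral control, with both replicates also reaching 8%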;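 note: cells transiently co-express mutant CFTR-F508del with the halide-sensitive YFP; corrector assay measuring rescue of mutant channel to the surface after 24 h compound exposure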
# The depositor's hits bear a star; . = not tested or not shown; [ ] = dose if it differs, or a comment.
SMILES,Cneo AK release,INS-1E GSIS act,PglD inh,C2C12 statin,PGC1a acetyl inh,miR122 inh,FN deposition inh,F508del corr
CCOc1ccc(C(=O)Nc2ccccc2NC(C)=O)cc1OCC,.,-3,.,-4,5,-8,-14,1.3
CCCc1nnc(NC(=O)c2cccnc2)s1,0,-4,1,.,-5,1,-5,0.3
CCOC(=O)N1CCC(NS(=O)(=O)c2ccc3c(c2)CCN3C(C)=O)CC1,-1,.,-2,24,0,6,.,.
Cc1ccc(N2CC3=C(C2=O)C(c2ccccc2)NC(=O)N3C)cc1 (stereo not drawn),3,.,-2,4,9,-1,.,.
C[C@@H]1CN([C@@H](C)CO)C(=O)Cc2cc(NC(=O)Nc3ccc(F)cc3)ccc2O[C@H]1CN(C)C(=O)Nc1cccc2ccccc12,-3,17,3,33,0,-10[16.7 µM],.,1.5
CCOC(=O)c1ccc(S(=O)(=O)N2CCN(CC(O)COc3ccc(C#N)cc3)CC2)cc1 (stereo not drawn),1,9,-1,-1,-5,6,-2,0.3
CC(CC(c1ccccc1)N1CCc2ccccc2C1)=NO (stereo not drawn),-4,-25,3,.,.,.,-1,-2.8
CCN(C(=O)CSc1nc2cc(C(=O)O)ccc2c(=O)n1Cc1ccccc1)c1ccccc1,1,20,-2,12,6,2,4,-1.2
CCn1c(=O)cc(OCC(=O)N2CCN(C(=O)c3ccco3)CC2)c2ccccc21,1,.,-4,13,-10,-10,4,.
O=C(CCN1CCCCCC1)c1ccccc1,-1,.,-3,19,4,-5,-5,.
COc1cccc(C2NC(CC(C)C)(C(=O)O)C3C(=O)N(Cc4ccccc4)C(=O)C23)c1O (stereo not drawn),.,2,-4,-5,3,9,-26,.
Cc1ccc(S(=O)(=O)N2C(=O)CCC2C(=O)O/N=C(\N)c2ccccc2)cc1 (stereo not drawn),8,-6,5,-2,-22,-4,.,-2.3
CNS(=O)(=O)c1cccc(C(=O)Nc2cccnc2)c1,0,-3,-3,8,-7,-7,.,.
CC(C)NC(=O)CSc1nnc2sc3ccccc3n12,.,4,.,.,-2,-5,.,-1.4
CCOC(=O)C(CC)(CCC(=O)O)c1csc(Nc2ccc(C)cc2)n1 (stereo not drawn),5,1,-1,10,-1,1,5,2.4
COC(=O)C[C@@H]1C[C@H]2c3cc(NS(=O)(=O)c4ccc(F)cc4)ccc3O[C@H]2[C@@H](CO)O1,58,1,15,-1,-4,1[16.7 µM],-21,0.9
O=C(NCC1CCCO1)C(=O)NCC1CCCN1S(=O)(=O)c1ccccc1 (stereo not drawn),-3,-9,0,0,2,-5,8,-0.8
CCc1ccc(C(=O)N2CCN(c3ccc(NC(=O)c4cccnc4)cc3)CC2)cc1,-1,-2,-1,14,.,.,9,0.1
COc1ccc(-c2csc(C(NC(C)=O)c3ccc(F)c(F)c3)n2)cn1 (stereo not drawn),3,0,-1,-13,-1,0,-9,-3.5
Cc1ccccc1OCCC(=O)Nc1ccccc1C(=O)N1CCCCC1,-1,2,5,-4,-9,8,-8,1.5
Cc1ccccc1-c1cnc2c(c1)C(=O)N([C@H](C)CO)C[C@H](C)[C@@H](CN(C)CC1CCCC1)O2,4,8,-4,-20,-10,7[16.7 µM],2,3.0
O=C(NCc1ccco1)c1cccc(F)c1,0,12,1,-2,-9,0,9,.
CN(C)CCNc1ncnc2c1ncn2[C@H]1CN(Cc2cccs2)C[C@@H](CO)O1,2,20,5,4,.,1,-13,-4.4
CN(C)c1ccc(/C=N/NC(=O)C(=O)N2CCCCCC2)cc1,0,17,11,27,-5,5,-2,-2.5
Cc1ccc(S(=O)(=O)NCCC(=O)NCCc2ccc(S(N)(=O)=O)cc2)cc1C,1,5,7,7,-16,4,1,1.2
NS(=O)(=O)c1ccc(CCNCc2ccccc2OCc2ccc(F)cc2)cc1,0,-5,0,-8,2,-15,-1,2.2
C[C@H](O)C#Cc1ccc2c(c1)O[C@H](CN(C)Cc1ccccn1)[C@@H](C)CN([C@H](C)CO)S2(=O)=O,-2,18,2,-6,24,5[16.7 µM],.,1.8
C[C@H](CO)N1C[C@H](C)[C@H](CN(C)C(=O)Nc2ccc(F)cc2)Oc2ncc(C#CC3CC3)cc2C1=O,2,-7,-1,-5,10,-10[16.7 µM],.,1.0
CCOc1ccccc1-n1c(C)nc2cc(C(=O)O)ccc21,.,2,.,.,0,.,-22,-0.2
COc1ccc(CN(C)C[C@H]2Oc3c(NC(=O)c4cc(C)nn4C)cccc3C(=O)N([C@@H](C)CO)C[C@@H]2C)cc1,-2,7,3,-14,10,28[16.7 µM],.,-1.1
CO[C@H]1CN(C)C(=O)c2cc(NC(=O)c3ccno3)ccc2OC[C@@H](C)NC[C@H]1C,-3,-8,-2,-3,7,-12[16.7 µM],5,-2.0
Cc1cccn2cc(CCNC(=O)Cc3cccs3)nc12,0,10,-4,14,13,-4,12,3.8
COc1ccc(N2CCOCC2)c(NC(=O)c2cccc3ccccc23)c1,8,2,4,-16,-3,-4,9,2.5
CCOC(=O)c1c(C2COc3ccccc3O2)csc1N (stereo not drawn),0,2,3,-1,11,.,.,.
COc1ccc(S(=O)(=O)Nc2ccc3c(c2)C(=O)N([C@@H](C)CO)C[C@@H](C)[C@@H](CN(C)S(=O)(=O)c2cccs2)OCCCC[C@H](C)O3)cc1,1,11,-2,91*,-16,5[16.7 µM],5,4.0
C[C@@H]1CN([C@@H](C)CO)C(=O)c2cc(NC(=O)CCC(F)(F)F)ccc2O[C@@H](C)CCCCO[C@@H]1CN(C)Cc1ccccc1,.,9,.,-1,0,4[16.7 µM],-1,5.8
CCN1CCN(c2cc(C)c3cc(NC(=S)N4CCOCC4)ccc3n2)CC1,.,29,.,.,4,.,1,-1.4
COc1ccc(CC(=O)NCCCSc2ccccc2)cc1OC,-2,18,1,13,.,-4,0,-1.0
COc1ccc(CN(C)C[C@H]2Oc3ccc(NC(=O)C4CC4)cc3C(=O)N([C@@H](C)CO)C[C@H]2C)cc1,1,-3,13,-14,-4,3[16.7 µM],0,0.1
O=C1N[C@@H](c2ccccc2)COC(=O)[C@@H](Cc2ccc(F)cc2)C/C=C\C[C@@H]1CC(=O)N(CCO)Cc1ccccc1,-4,-14,6,-29,-4,-1,3,2.2
C[C@H](CO)N1C[C@H](C)[C@H](CN(C)C(=O)Nc2ccccc2)Oc2ncc(-c3cccnc3)cc2C1=O,1,10,1,1,13,13[16.7 µM],.,0.8
C[C@@H]1CN([C@H](C)CO)C(=O)c2cc(-c3ccccc3F)cnc2O[C@@H]1CN(C)C(=O)NC1CCCCC1,1,-5,1,.,-7,-2[16.7 µM],11,1.4
N#C[C@H]1[C@H](c2ccc(C#Cc3ccc(F)cc3)cc2)[C@H](CO)N1C(=O)C1CC1,33,9,0,3,-13,.,-2,-0.6
Cc1noc(C)c1C(=O)N(C)C[C@H]1OCc2ccccc2-c2c(n(C)c3ccccc23)C(=O)N([C@@H](C)CO)C[C@H]1C,-3,-3,1,-1,-21,.,-1,-1.3
Cc1ccc(/C=C/C(=O)NCc2ccc(S(N)(=O)=O)cc2)o1,.,-16,.,.,-2,.,4,2.6
COc1ccc2cc(C(=O)O)ccc2c1,-1,9,4,-3,.,0,-5,.
CCN(CC)C(=O)C1=C(C)N(CCCOC)C(=O)C(CC(=O)NCc2cccc3ccccc23)C1 (stereo not drawn),0,-4,2,1,3,3,-8,-0.2
CCOC(=O)c1c(NC(=S)N2CCCCC2)sc2c1CCN(C(=O)OCC)C2,1,.,-1,.,-11,1,-4,4.2
O=C(Cc1cccc(NC(=O)C2CCCN(C(=O)C3CCC3)C2)c1)Nc1ccc(C(=O)N2CCCCC2)cc1 (stereo not drawn),-1,-3,-1,5,.,.,-13,0.3
Cc1ccc(NC(=O)Cn2nc(C(=O)O)c3ccccc3c2=O)c([N+](=O)[O-])c1,1,12,6,-6,6,-1,-15,0.4
Cc1cc(/C=C(\C#N)C(=O)Nc2ccccc2F)c(C)[nH]1,-2,14,-2,6,-1,-5,-13,-1.8
Cn1cnnc1SCC(=O)Nc1ccc(F)cc1,1,24,1,3,.,-2,8,1.5
c1ccc(-c2nnc(SCCC3OCCCO3)o2)cc1,0,7,-1,.,-4,0,1,.
Cc1cc(C)cc(N=c2c([N+](=O)[O-])nn(-c3cccc(Cl)c3)n2O)c1,0,-2,2,-8,-16,3,1,.
COC(=O)C(CC(=O)c1ccc(Cl)cc1)c1ccccc1 (stereo not drawn),-2,.,0,0,1,-6,-9,-0.2
C[C@@H](NC(=O)C[C@@H]1C[C@H]2c3cc(NC(=O)C4CCC4)ccc3O[C@H]2[C@H](CO)O1)c1ccccc1,1,-15,2,5,-7,-3[16.7 µM],-1,-0.1
CCOc1ccc2c(c1)[nH]c(=S)n2C,1,35,4,.,-9,.,-6,-0.9
Cc1sc(C(C2C(=O)CC(C)(C)CC2=O)C2C(=O)CC(C)(C)CC2=O)cc1[N+](=O)[O-],.,4,.,3,-16,9,3,-4.4
COC(=O)c1cc(NC(=O)CC2NCCNC2=O)cc(C(=O)OC)c1 (stereo not drawn),0,0,4,4,0,-8,.,.
CC1(C(=O)O)CCC(C(=O)Nc2cccc(F)c2)C1(C)C (stereo not drawn),-2,15,0,2,-18,2,8,0.1

# (further entries)
SMILES,Cneo AK release,INS-1E GSIS act,PglD inh,C2C12 statin,PGC1a acetyl inh,miR122 inh,FN deposition inh,F508del corr
C[C@H](CO)N1C[C@H](C)[C@H](CN(C)Cc2ccc(Cl)c(Cl)c2)Oc2ccc(NC(=O)C3CC3)cc2C1=O,4,10,5,-20,2,-1[16.7 µM],-2,-2.9
C=CC[C@H](CC(=O)NCCO)C(=O)NC[C@@H](OC(=O)[C@H](CC=C)CC(=O)OC(C)(C)C)c1ccccc1,1,-7,-3,0,12,0,17,2.5
COc1ccc(CCn2c(NCCCN3CCOCC3)nc3c2c(=O)[nH]c(=O)n3C)cc1,0,.,-6,.,2,3,.,.
O=C(COC(=O)/C=C/c1ccccc1)NCc1ccco1,1,5,0,5,3,-2,10,3.1
C[C@@H]1CN([C@H](C)CO)C(=O)Cc2cc(NC(=O)Cn3cnnn3)ccc2O[C@@H]1CN(C)C,-12,5,-3,16,12,0[16.7 µM],.,-3.5

# Screens (PubChem BioAssay)
